Screening data from PubChem BioAssay.
UDG counter: UDG inhibition counter-screen; AID 1347430; FRET deamination/UDG coupled assay, UDG read, 4 h; hit rate 0.14% among 91,000; Potency, µM (series often up to 115 µM), for the others: at the highest dose activity change, negative = inhibition, usual class: inhibitors; further: nearly all actives have a fitted effect of over 65% in size
AID inhibitor: inhibitors of human activation induced cytidine deaminase; hit rate 0.32% among 91,000; Potency, µM (doses to about 115 µM), for inactives: at the top dose activity change, negative = inhibition, actives largely listed as inhibitors; Q9GZX7; AID deamination FRET fluorescence, UDG-coupled, 4 h; further: nearly all actives have a fitted effect of over 25% in size
Target sequence (Q9GZX7 whole entry, looked up): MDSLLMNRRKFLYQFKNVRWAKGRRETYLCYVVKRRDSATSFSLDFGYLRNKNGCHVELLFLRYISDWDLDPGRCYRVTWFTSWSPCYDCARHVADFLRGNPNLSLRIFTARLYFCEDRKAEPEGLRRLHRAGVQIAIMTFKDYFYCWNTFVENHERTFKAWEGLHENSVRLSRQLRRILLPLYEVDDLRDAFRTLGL
The depositor's hits bear a star; ? = inconclusive; [ ] = another dose, or the depositor's remark. The call rests on the fitted dose curve; in most records, active means well fitted curve in the direction sought with a large enough effect; inconclusive means small, poorly fitted or top-dose-only effect, or another doubt; inactive means no such curve, though single readings can be large; an effect the other way counts as inactive or inconclusive. On the % scale 0 is the no-effect control and ±100 the full control effect; potency means the concentration at half of the fitted maximal effect.

SMILES	UDG counter	AID inhibitor
CCOc1ccccc1NC(=O)Cn1nnc(C(=O)NCc2ccc(F)cc2)c1N	-8%	2%
O=C(/C=C/c1cccs1)c1cccc(O)c1	-3%	-10%
CCCC(=O)N(c1ccc(F)cc1)C1C=CS(=O)(=O)C1 (configuration not stated)	3%	0%
Cc1ccccc1-c1nn2c(=O)cc(CN3CCN(C(=O)c4ccc(C(C)(C)C)cc4)CC3)nc2s1	?	193%[activator]
Cc1cccc(N2N=C(C(=O)Nc3ccc(S(=O)(=O)N4CCCCCC4)cc3)CCC2=O)c1	-3%	-12%
CCCCn1c(=O)[nH]c(=O)c2c1nc(COC(=O)C1CC1)n2CC	-4%	1%
CC(C)NC(=O)NC(C)c1cccc(Cl)c1 (configuration not stated)	11%	4%
Cc1ccc(-c2cnc(-c3ccccc3C(=O)OCC(=O)N(CCC#N)CCC#N)o2)cc1	-11%	1%
CCC(C)NC(=O)c1ccc2nc(Cc3ccccc3)oc2c1 (configuration not stated)	-4%	19%
Cc1ccc2[nH]cc(C(c3ccccc3)c3cccs3)c2c1 (configuration not stated)	-3%	52%[activator]
Cc1cccc(-n2c3nc(=O)[nH]c(=O)c-3cc3c(C)nn(-c4ccccc4)c32)c1C	-5%	5%
Cc1nc(N2CCOCC2)ncc1-c1cc(=O)[nH]c(Nc2cccc(C(F)(F)F)c2)n1	-5%	-25%
O=c1cc(-c2ccc(Cl)cc2)oc2ccc(F)cc12	6%	2%
CC(C)CC(NC(=O)C1CCCCC1)C(=O)NCCc1ccccc1 (configuration not stated)	2%	1%
CCOc1ccc(NC(=O)c2cc3c(-c4ccccc4F)nn(C)c3s2)cc1	0%	9%
Cc1cc(Cl)nc(Cl)c1CCCl	-9%	-13%
COc1cc(Nc2nc(-c3ccc(OC)c(OC)c3)nc3ccccc23)cc(OC)c1	-5%	?
CC1CCCN(CCCNC(=O)c2ccc3c(c2)N(Cc2cccc(Cl)c2)C(=O)c2ccccc2S3(=O)=O)C1 (configuration not stated)	-1%[57.5 µM]	-29%
O=Cc1c[nH]c2ccc(Br)cc12	7%	4%
Cc1nnsc1C(=O)Oc1ccccc1Cl	3%	-4%
CCCCOc1ccc(C(=O)N2CCCCC2CCN2CCOCC2)cc1 (configuration not stated)	1%	11%
CSc1ccc(/C=C2/SC(=Nc3ccccc3)N(c3ccccc3)C2=O)cc1	2%	-4%
O=C1c2ccccc2C(=O)N1CCSc1ncc(C(F)(F)F)cc1Cl	-4%	2%
CCn1c(=O)n(-c2ccc3c(c2)OCO3)c2nc(-c3cc(OC)ccc3OC)nc(C(N)=O)c21	6%	27%
CCSc1nnc2n(CC)c(=O)c3c(n12)-c1ccccc1CC31CCCCC1	-12%	?

Pulled by compound from the list above (five):
SMILES	UDG counter	AID inhibitor
COc1cc(Nc2nc(-c3ccc(OC)c(OC)c3)nc3ccccc23)cc(OC)c1	-5%	?
O=C(/C=C/c1cccs1)c1cccc(O)c1	-3%	-10%
O=C1c2ccccc2C(=O)N1CCSc1ncc(C(F)(F)F)cc1Cl	-4%	2%
CCC(C)NC(=O)c1ccc2nc(Cc3ccccc3)oc2c1 (configuration not stated)	-4%	19%
CCCCn1c(=O)[nH]c(=O)c2c1nc(COC(=O)C1CC1)n2CC	-4%	1%

(listing goes on)
SMILES	UDG counter	AID inhibitor
Oc1c(Cl)cc(Cl)cc1C=Nc1ccc(F)c(Cl)c1	0%	-17%
Cn1cccc1/C=C(\C#N)c1ccc(Br)cc1	-12%	-11%
CCc1ccccc1NC(=O)COC(=O)c1cn(CC)c2nc(C)ccc2c1=O	1%	-10%
CC(NC(=O)C(C#N)C(=O)/C=C/c1ccccc1)c1ccccc1 (configuration not stated)	2%	-23%
COC(=O)c1ccc(C2Nc3c(C)cccc3-c3cc(C)nn32)cc1 (configuration not stated)	-17%[57.5 µM]	-12%[57.5 µM]
Cc1ccccc1NC(=O)Cn1cc(S(=O)(=O)c2ccccc2)c(=O)c2ccccc21	-7%	?
COc1ccc2oc(=O)c(-c3ccc(OC)c(OC)c3)c(C)c2c1	-8%	-16%
O=C(CSC1=Nc2ccccc2N=C(c2ccc(F)cc2)C1)NCc1ccc(F)cc1	-6%	1%
COC(=O)c1cc2occc2n1Cc1nc(-c2ccc(C)cc2)oc1C	2%	10%
COc1ccc2c(C)c(CCC(=O)O)c(=O)oc2c1	3%	1%
CN(C)C(=O)C1(c2cccc(Br)c2)CC1	-4%	4%
Cc1cc(C(=O)COC(=O)c2cc3ccccc3oc2=O)c(C)n1CC(F)(F)F	-3%	3%
N=C(N)c1ccc(COC2CCCCC2)cc1	8%	0%
COc1ccc(CNC(=O)c2cc(-c3ccc(OC)cc3)on2)cc1	22%	-6%
Cc1cccc(Cn2c(NCCO)nc3c2c(=O)n(C)c(=O)n3C)c1	-3%	-5%
O=C(NCCC12CC3CC(CC(C3)C1)C2)C12CC3CC(CC(C3)C1)C2	-5%	0%
Cc1ccc2c(COC(=O)/C=C/c3ccccc3)cc(=O)oc2c1	-7%	-1%
CCNc1ccc(OC)cc1	-6%	29%
CCN(C(=O)c1cc2sc3ccccc3c2s1)c1ccccc1	-16%	-17%
CCOc1ccc(-c2cn3c(n2)sc2cc(C(=O)NCCCc4ccccc4)ccc23)cc1	6%	4%
CCCCn1c(=O)[nH]c(=O)c2c1nc(CSc1nnc(C(F)(F)F)n1C)n2C	-3%	-4%
CCOC(=O)c1cnc(N2CCN(c3ccc(C)cc3C)CC2)c2ccccc12	-19%	-20%
Cc1cc(C)c(NC(=O)CNC(=O)COC(=O)Cc2n[nH]c(=O)c3ccccc23)c(C)c1	2%	-4%
CC1CCN(c2oc(-c3ccc(COc4ccccc4)o3)nc2C#N)CC1	-3%	103%
CCCC(C#N)NC(=O)Cc1c[nH]c2ccccc12 (configuration not stated)	2%	3%
Carrying on:
SMILES	UDG counter	AID inhibitor
O=c1[nH]cccc1NS(=O)(=O)c1ccc(Cl)cc1	0%	1%
CCOc1ccccc1C1N=C(N)Nc2nc3ccccc3n21 (configuration not stated)	1%	-3%
Cc1nnc(SCc2ccc(Cl)cc2)c2cc3occc3n12	-12%	-19%
Cc1cc2ncn(CCCCOc3ccccc3)c2cc1C	-8%[57.5 µM]	?
CCCn1nc(C(=O)Oc2cc(Cl)ccc2Cl)c2ccccc2c1=O	-7%	-11%
COc1ccc(-c2nc(Nc3ccccc3)c3ccccc3n2)cc1	-13%	-10%
O=C(NC1(C(F)(F)F)C(=O)Nc2c1c(=O)[nH]c(=O)n2-c1ccc(F)cc1)c1cccs1 (configuration not stated)	-4%	-1%
CC1Sc2ccc(C(=O)OCC(=O)NCc3ccccc3)cc2NC1=O (configuration not stated)	3%	3%
COC(=O)NC(NC(=O)c1ccccc1)C(Cl)(Cl)Cl (configuration not stated)	-5%	-9%
NC(=S)NCCc1ccccc1	5%	0%
CC(C)=CC(=O)NCc1ccncc1	0%	2%
Cc1oc(-c2ccc(Cl)cc2)nc1CN1CCC(C(=O)NCCCN2CCN(c3cccc(Cl)c3)CC2)CC1	-9%	9%
COc1ccc(C)cc1NC(=O)Nc1ccccc1OCc1cc(=O)n2ccccc2n1	8%	-4%
Cc1oc(-c2cccs2)nc1CC(=O)Nc1ccccc1O	2%	-2%
Cc1noc(C)c1S(=O)(=O)N(CC(=O)Nc1ccc(C(F)(F)F)cc1)c1ccc(C(C)C)cc1	1%	-12%
Cc1c(-c2cccc(Cl)c2)nc2ccccc2c1C(=O)NC1CCCc2ccccc21 (configuration not stated)	-12%	-1%
CCc1ccc(CNC(=O)CCCN2C(=O)c3cccnc3Oc3ccc(Cl)cc32)cc1	62%[activator]	?
CCCCC(=O)N1CCN(c2nc3c(C)c(C)ccc3s2)CC1	?	-12%
COc1cc(Nc2ncc3c(n2)CCN(Cc2cccc(C)c2)C3)cc(OC)c1	?	?
Cn1c(=O)oc2cc(S(=O)(=O)N3CCC(C(=O)N4CCN(c5cccc(Cl)c5)CC4)CC3)ccc21	-15%	-11%
CCCCNC(=O)c1ccc2c(=O)n(-c3ccccc3)c(=O)[nH]c2c1	47%[activator]	4%
COc1ccc(CC(=O)Nc2nnc3n2CCS3)cc1	4%	51%[activator]
Cn1ncc(C(=O)N2CCN(c3ccccc3)CC2)c1C1CCN(C(=O)OC(C)(C)C)CC1	20%	-17%
Cc1ccc2cc3cc(C(=O)Nc4ccc(F)cc4Cl)oc3nc2c1	7%	-8%
Cc1cc(C)cc(NC(=O)C2CCCN2S(=O)(=O)c2ccc3c(c2)CCCC(=O)N3)c1 (configuration not stated)	6%	3%

Among those listed so far, these have a CF3 group.
SMILES	UDG counter	AID inhibitor
Cc1nc(N2CCOCC2)ncc1-c1cc(=O)[nH]c(Nc2cccc(C(F)(F)F)c2)n1	-5%	-25%
O=C1c2ccccc2C(=O)N1CCSc1ncc(C(F)(F)F)cc1Cl	-4%	2%
Cc1cc(C(=O)COC(=O)c2cc3ccccc3oc2=O)c(C)n1CC(F)(F)F	-3%	3%
CCCCn1c(=O)[nH]c(=O)c2c1nc(CSc1nnc(C(F)(F)F)n1C)n2C	-3%	-4%
O=C(NC1(C(F)(F)F)C(=O)Nc2c1c(=O)[nH]c(=O)n2-c1ccc(F)cc1)c1cccs1 (configuration not stated)	-4%	-1%
Cc1noc(C)c1S(=O)(=O)N(CC(=O)Nc1ccc(C(F)(F)F)cc1)c1ccc(C(C)C)cc1	1%	-12%

Part of the list above, as comma-separated lines.
SMILES,UDG counter,AID inhibitor
CCOc1ccc(NC(=O)c2cc3c(-c4ccccc4F)nn(C)c3s2)cc1,0%,9%
Cc1cc(Cl)nc(Cl)c1CCCl,-9%,-13%
COc1cc(Nc2nc(-c3ccc(OC)c(OC)c3)nc3ccccc23)cc(OC)c1,-5%,?

Further entries:
SMILES	UDG counter	AID inhibitor
Cc1ccc(C(=O)N/N=C2/CC(=O)CC(C)(C)C2)cc1	-7%	-1%
COc1cccc2cc(-c3cc(=O)oc4ccc(OC(C)=O)cc34)oc12	-24%	-5%
CCCOc1ccccc1C1Oc2nc(SC)nnc2-c2ccccc2N1C(C)=O (configuration not stated)	15%	9%
CCOc1ccc(NC(=O)CSc2cn(CCNC(=O)c3ccccc3F)c3ccccc23)cc1	12%	12%
COc1cccc(C2C(C(=O)Nc3cccnc3)=C(C)Nc3nc(SCc4ccccc4)nn32)c1 (configuration not stated)	7%	23%
CCCc1nn2c(=O)cc(COC(=O)c3cccc(NC(=O)COc4ccccc4C)c3)nc2s1	-6%	-20%
CCc1ccc(S(=O)(=O)c2nnn3c2nc(NC(C)C)c2cc(Cl)ccc23)cc1	-10%	-14%
CCn1cc(C(=O)Nc2cccc(Cl)c2)c2cc(OC)c(OC)cc2c1=O	-5%	17%
CCCn1nnc(NCc2c(F)cccc2Cl)n1	11%	2%
COc1ccccc1/C=C/C=C(/C#N)C(=O)NC(C)c1ccccc1 (configuration not stated)	-2%	-11%
Cc1ccc(CCNC(=O)c2cc3c(=O)oc4ccccc4c3s2)cc1	10%	5%
COc1cc(/C=C(\C#N)C(=O)Nc2nnc(C(F)(F)F)s2)ccc1OCc1ccc(C(F)(F)F)cc1C(F)(F)F	-7%	50µM*
CCc1cccc(NC(=O)CSc2n[nH]c(-c3ccccc3Cl)n2)c1	38%[activator]	5%
CCOc1ccc(-c2cc(C(=O)N3CCN(S(=O)(=O)c4cc(Cl)ccc4OC)CC3)[nH]n2)cc1	17%	-3%
O=C(Cn1c(=O)n(-c2ccc(F)cc2)c(=O)c2sc3ccccc3c21)N1CCCC1	-2%	1%
COc1cccc(NC(=O)CSc2nnc(COc3ccccc3)n2Cc2ccco2)c1	-2%	-21%
COC(=O)c1ccc(NC(=O)NCCn2nnc3cc(S(=O)(=O)N(C)C)ccc32)cc1	8%	5%

An excerpt (hit frequency here may not be typical).
